# HTR5A ag = HTR5A agonism, opioid heterodimer counter-screen; HTR5A agonist assay, luminescence, cell-based; P47898; 0.61% of 340,000 active; activation, % at 9.3 µM; in the data active = activation mostly above about 9.5%, no sharp cut-off; inactive = mostly below about 7.6%;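 also: 0% = cells with vehicle only and 100% = reference agonist; strong numbers were not always called active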
# Target sequence (P47898 whole entry, looked up): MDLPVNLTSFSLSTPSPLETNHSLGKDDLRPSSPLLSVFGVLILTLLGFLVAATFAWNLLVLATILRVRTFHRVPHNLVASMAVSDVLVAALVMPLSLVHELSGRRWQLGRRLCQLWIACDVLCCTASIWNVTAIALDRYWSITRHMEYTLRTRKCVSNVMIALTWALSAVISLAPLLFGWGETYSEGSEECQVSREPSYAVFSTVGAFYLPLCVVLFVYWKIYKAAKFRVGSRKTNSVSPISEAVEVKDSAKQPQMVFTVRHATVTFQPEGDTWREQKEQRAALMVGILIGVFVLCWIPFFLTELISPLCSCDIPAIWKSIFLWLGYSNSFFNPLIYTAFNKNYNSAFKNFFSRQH
# CAL-PDZ inh HTS = inhibitors of human CAL PDZ peptide binding; purified CAL PDZ, TMR-peptide fluorescence polarization, 1 h; inhibition, % at 24.9 µM; 0.92% of 300,000 active;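 active = mean inhibition of at least 30% with at least half of replicates also reaching 30%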;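 also: 0% = DMSO neutral control and 100% = excess unlabeled competitor peptide PRC23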
# V-ATPase pH = alters yeast V-ATPase proton transport. S. cerevisiae, pHLuorin cytosolic pH fluorescence. response, % at 10 µM. 0.37% of 350,000 active. AID 504577; in the data active = response mostly above about 7.3%, no sharp cut-off; inactive = mostly below about 5.4%; also: actives read high; inactives centre near 0; some compounds called inactive have numbers as strong as hits; reference of the scale not given here
# C-LANA FP = KSHV C-LANA DNA binding inhibition; AID 504423; MBP-C-LANA/FAM-LBS DNA binding, fluorescence polarization; inhibition, % at 9 µM; 0.078% of 340,000 active;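 active = highest replicate inhibition at or above 60% at 9 µM, even if other replicates fall short; inactive = all replicates below 60% inhibition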;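 also: 0% = neutral control wells and 100% = 4 µM acridine orange control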
# HTR5A inv ag = counter-screen for OPRM1-OPRD1 inverse agonists: human HTR5A inverse agonism | HTR5A cell line, luminescence | inhibition, % at 9.3 µM | 0.083% of 340,000 active | P47898; in the data active = inhibition mostly above about 23%, no sharp cut-off; inactive = mostly below about 18%;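 also: 0% = cells with DMSO and 100% = no-cell wells with DMSO; some compounds called inactive have numbers as strong as hits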
# MOR-DOR inv ag = inverse agonists of human mu-delta opioid receptor heterodimerization; P35372+P41143; cell-based MOR-DOR heterodimer luminescence, inverse agonism; inhibition, % at 9.3 µM; 0.21% of 340,000 active; AID 504357; in the data active = inhibition above about 22%, passing the limit was not always enough;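 also: 0% = cells with DMSO and 100% = wells without cells with DMSO; values of inactives mirror those of a sister screen read the other way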
# cardiac RTF act = increases calcium sensitivity of human cardiac regulated thin filaments; IANBD-labeled TnC RTF fluorescence at EC20 calcium; 0% EC20 calcium, 100% full calcium; activation, % at 7.2 µM; 0.24% of 340,000 active; AID 493008;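 active = activation above the mean over all tested compounds plus 3 SD, cut at about 30% in these data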;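 also: rise in fluorescence read as greater calcium sensitivity of cardiac thin filaments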
# MOR-DOR ag = agonists of human mu-delta opioid receptor heterodimerization. P35372+P41143. cells, OPRM1-OPRD1 heterodimerization, luminescence. activation, % at 9.3 µM. 0.3% of 340,000 active; in the data active = activation above about 18%;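 also: 0% = vehicle-treated cells and 100% = reference agonist; values of inactives mirror those of a sister screen read the other way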
# Keap1 Nrf2 FP = inhibitors of human Keap1-Nrf2 protein-protein interaction; 0.15% of 340,000 active; Keap1 Kelch-Nrf2 peptide fluorescence polarization, 1536-well; AID 504523; inhibition, % at 9.4 µM; in the data active = inhibition above about 12%;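 also: human Keap1 Kelch domain with fluorescein labeled Nrf2 9mer peptide probe; 0% = neutral control wells and 100% = peptide positive control; higher means more block of Keap1 binding to Nrf2 peptide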
# Target sequence (Q14145 whole entry, looked up, the tested form may be a part): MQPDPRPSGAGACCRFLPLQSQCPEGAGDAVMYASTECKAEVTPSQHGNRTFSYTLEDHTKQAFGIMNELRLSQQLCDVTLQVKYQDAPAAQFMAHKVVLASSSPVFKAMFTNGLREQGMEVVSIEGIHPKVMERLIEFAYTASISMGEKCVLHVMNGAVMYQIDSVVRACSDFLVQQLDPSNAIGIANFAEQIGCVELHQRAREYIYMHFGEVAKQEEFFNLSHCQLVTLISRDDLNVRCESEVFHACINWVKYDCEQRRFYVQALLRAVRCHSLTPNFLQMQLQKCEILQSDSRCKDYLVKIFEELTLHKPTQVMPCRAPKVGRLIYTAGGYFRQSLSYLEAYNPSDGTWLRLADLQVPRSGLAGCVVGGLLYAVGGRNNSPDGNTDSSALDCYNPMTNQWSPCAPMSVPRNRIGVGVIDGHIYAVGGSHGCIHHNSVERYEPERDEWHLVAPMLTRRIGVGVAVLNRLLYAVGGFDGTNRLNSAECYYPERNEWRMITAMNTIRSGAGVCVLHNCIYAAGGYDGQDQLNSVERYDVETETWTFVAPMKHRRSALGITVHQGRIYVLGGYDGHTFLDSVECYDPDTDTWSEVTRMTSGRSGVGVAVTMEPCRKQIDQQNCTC
# Cardiac RTF inh = cardiac RTF calcium desensitization. IANBD-labeled cardiac RTF, Ca2+ fluorescence. inhibition, % at 7.15 µM. P19429+P45379. 0.12% of 340,000 active. AID 493244;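 active = inhibition above the mean inhibition of all tested compounds plus 3 SD, cut at about 17% in these data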;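 also: assay run at fixed EC70 calcium of 1.6 mM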
# * hit, by the source's call; / = not tested or not shown; & = joins results of further samples.
# Below each SMILES – HTR5A ag	CAL-PDZ inh HTS	V-ATPase pH	C-LANA FP	HTR5A inv ag	MOR-DOR inv ag	cardiac RTF act	MOR-DOR ag	Keap1 Nrf2 FP	Cardiac RTF inh
- COc1ccc(NS(=O)(=O)c2ccc(NC(=S)NC(=O)CC(C)C)cc2)cc1
→ -4	-4	0	1.4	4	5	-6	-1.3	1	0
- Cc1cccc(N2CCN(S(=O)(=O)c3ccc(-c4ccc(=O)[nH]n4)o3)CC2)c1C
→ 2	-4	3	-0.8	17	1	0	-0.2	-6	0
- Cc1cc(C)n(CCOC(=O)c2sc3ccccc3c2Cl)n1
→ 0	-2	-1	4.9	5	-8	4	1.7	0	-1
- CCOC(=O)c1c(C)sc2c1N(C(=O)CN(CC)CC)c1ccccc1S2
→ -2	0	-1	0.0	-6	6	4	-1.2	-2	-10
- CCCCCCSc1ccc(-c2nc3ccc(Cl)cn3c2NCc2ccccc2)cc1
→ -2	2	-4	-0.7	-5	12	-1	-2.1	0	2
- Fc1cccc(/C=N/Nc2ccccn2)c1
→ -1	-5	1	-3.9	3	-7	-1	1.5	-4	-12
- CCCCOc1ccc(CSCCN=C(N)N)cc1
→ 4	-4	-1	0.8	-12	1	6	-0.2	0	-9
- CCOC(=O)c1c(C)n(CC)c2ccc(OC(=O)c3ccc([N+](=O)[O-])cc3)cc12
→ -2	-1	-3	-0.3	-10	-12	0	2.3	2	7
- NC(=S)N/N=C/c1ccc(-n2nncc2-c2ccc(Cl)cc2)cc1
→ 4	-3	3	-0.3	-11	9	0	-1.7	1	-15
- C[C@@H]1C(NC(=O)c2ccccc2)CC2CC1C2(C)C (some centres not stated)
→ 2	-4	-1	-5.5	-8	-6	-5	1.3	-5	-7
- COc1ccc(CC2(CO)CCN(Cc3cnn(C)c3)CC2)cc1
→ -1	5	2	0.9	3	-1	5	0.1	1	2
- CCOc1ccccc1NC(=O)C1CCN(C(=O)c2cccs2)CC1
→ 0	5	3	-0.7	0	-1	6	0.2	-4	1
- Cc1ccc(NC(=O)CN2C(=O)CN(C)C2=O)cc1S(=O)(=O)N1CCCCC1
→ -1	-3	-3	0.1	3	9	-1	-1.5	-3	-3
- CCc1ccc2oc(-c3cc(N)ccc3O)nc2c1
→ -1	-2	-1	-0.5	23	-20	-2	3.5	-5	6
- CC1CCCN(c2ccc([N+](=O)[O-])cc2C(=O)c2ccccc2)C1 (configuration not stated)
→ 0	-1	0	-2.7	12	10	-3	-2.0	0	8
- COc1cccc(/C=c2\sc3nc(-c4cccs4)nn3c2=O)c1OC
→ 1	-2	3	1.3	3	13	-3	-2.4	-2	0
- Cc1cc(C)[n+](-c2ccc(C(C)C)cc2)c2[nH]c(=O)[nH]c(=O)c12
→ -1	-6	1	0.7	13	9	3	-1.8	-2	-13
- CCCCN1C(=O)c2ccc(C(=O)Nc3ccccc3N3CCOCC3)cc2C1=O
→ -1	-3	-1	0.2	-8	5	2	-1.0	-4	-7
- c1ccc(-c2noc(CN3CCOCC3)n2)cc1
→ -2	4	-1	0.0	5	8	2	-1.6	2	-3
- CCOc1ccc(/C=N/NC(=O)c2nnn(-c3nonc3N)c2CN(C)C2CCCCC2)cc1
→ 1	3	-2	-0.4	-25	8	-1	-1.6	-3	-6
- COc1cc(-c2ccc3sc(-c4ccsc4)c(C#CCO)c3c2)cc(OC)c1OC
→ 6	-2	6	0.2	-17	-28	-3	4.8	-5	14
- COCCOc1ccc(C(F)(F)F)cc1NC(=O)CN1C(=O)NC2(CCCc3ccccc32)C1=O (configuration not stated)
→ 3	-4	8	1.1	-12	9	2	-1.7	-6	-1
- CCN(CC)c1ccc(S(=O)(=O)N2CCOCC2)cc1NC(=O)CSc1ccccc1
→ 0	-2	2	-0.2	1	11	1	-1.8	-10	1
- COc1ccc(Cl)cc1-n1c(=S)sc2c(=O)[nH]c(SCC(=O)C(C)(C)C)nc21
→ 5	0	0	0.6	-18	5	-5	-1.2	0	-6
- O=C(O)CC1S/C(=N/N=C/c2ccccn2)NC1=O (configuration not stated)
→ -4	/	1	0.8	-26	7	0	-1.4	-4	-8
- C(=N\N=C\c1ccccn1)/c1ccccn1
→ 1	-3	2	2.4	-3	16	0	-3.4	-3	-5
- COC(=O)c1cc2n(n1)CCN(Cc1ccc(OC)cc1)C2=O
→ 2	-2	-3	-0.7	8	6	0	-1.4	3	-12
- O=C(Nc1nc(-c2ccc(Oc3ccccc3)cc2)cs1)C1=COCCO1
→ 0	11	-1	0.3	-1	-4	-2	0.8	4	-3
- Cc1cc(C)nc(NC(=S)Nc2ccc(Br)cc2Cl)c1
→ -6	3	-1	-1.0	15	4	-3	-0.7	2	-10
- CCN(c1ccccc1)S(=O)(=O)c1ccc(Cl)c(NC(=O)CSc2ncn[nH]2)c1
→ 1	-8	-3	2.9	-39	6	-2	-1.2	3	-11
- COc1ccc(S(=O)(=O)Nc2c(C)ccc3nsnc23)cc1OC
→ 1	/	0	0.7	17	17	-8	-3.6	-2	-10
- C[C@H](NC(N)=O)C(=O)Nc1ccc2c(c1)OCO2
→ 1	-4	0	2.6	-3	11	2	-1.9	3	-2
- O=C(O)CCSc1ccc2ccccc2n1
→ 0&2	-1&-3	0&-2	0.0&-1.3	-20&-5	0&-3	1&-1	0.0&0.6	5&1	-14&-43
- C=CCOc1ccc(C(c2c(C)n(C)n(-c3ccccc3)c2=O)c2c(C)n(C)n(-c3ccccc3)c2=O)cc1
→ 1	6	0	-1.9	-3	16	1	-3.5	-3	-2
- CC(CCN1C(N(C)C)=NC[C@@H]1C)c1ccccc1 (some centres not stated)
→ -4	4	-1	12	10	4	-6	-0.8	3	-7
- CCn1nnnc1SCC(=O)Nc1nc(-c2cccs2)cs1
→ 9	4	-1	-0.4	-8	8	-3	-1.4	0	-1
- COCCCNC(=O)c1ccc(-n2nc(C(F)(F)F)cc2-c2cccs2)cc1
→ 3	-1	-5	-0.1	-10	12	-3	-2.3	-2	-5
- O=C(O)c1ccc(S(=O)(=O)c2ccc3c(c2)C(=O)N(NC(=O)c2cccnc2)C3=O)cc1
→ 2	-4	-1	0.6	-5	15	0	-2.8	-7	-1
- Cc1ccc(C(C(=O)NCC2CCCO2)N(C(=O)c2snc(C(N)=O)c2N)c2ccccc2)o1 (configuration not stated)
→ 1	/	2	0.1	-4	5	2	-0.7	-2	-44
- O=C1N2CCSC2=NC1(NS(=O)(=O)c1ccccc1)C(F)(F)F (configuration not stated)
→ -1	-2	2	-0.5	2	14	0	-2.9	-3	-13
- CCCCc1nc2cc(C(=O)N3CCNC(=O)C3CC(=O)OC)ccc2o1 (configuration not stated)
→ 4	0	-3	-0.3	5	16	2	-4.9	5	-1
- O=C(NNC(=O)c1ccc(Cn2cccn2)o1)NC12CC3CC(CC(C3)C1)C2
→ 3	-4	-1	-0.3	6	13	-1	-2.4	0	-8
- CC(C)(C)OC(=O)N1CCC[C@H]1C(=O)OCC(=O)Nc1cc(S(C)(=O)=O)ccc1Cl
→ 0	-4	6	0.9	17	3	0	-0.8	-1	-8
- O=C(CN1CCCC1)Nc1ccc([N+](=O)[O-])cc1
→ 0	/	1	0.8	-1	10	4	-2.0	-5	-11
- COc1ccccc1CN(C)C(C)C(=O)Nc1cccc(C(C)=O)c1 (configuration not stated)
→ 1	-3	1	-1.7	13	-4	3	0.7	-4	1
- COc1ccc(CNC(=O)/C=C/c2ccccc2[N+](=O)[O-])cc1
→ 0	-3	5	0.3	7	11	-6	-2.1	-8	-14
- COc1ccccc1N(CC(=O)Nc1ccc2c(c1)OCO2)S(=O)(=O)c1ccccc1
→ 2	0	-2	-1.2	12	10	4	-1.8	0	-16
- O=C(CNC(=O)C1CCCCC1)NCCCO
→ 8	-4	-2	-0.8	-12	8	5	-1.4	-1	-4
- O=C(Nc1ccccc1Oc1ccccc1)c1cc([N+](=O)[O-])ccc1Cl
→ 2	-1	-1	-0.3	24	-9	-3	1.7	-3	-6
- C=CCNCCOCCSc1ccc(Cl)cc1
→ -4	0	5	0.6	12	14	-2	-2.3	-2	-10

# Further structures
# Below each SMILES – HTR5A ag	CAL-PDZ inh HTS	V-ATPase pH	C-LANA FP	HTR5A inv ag	MOR-DOR inv ag	cardiac RTF act	MOR-DOR ag	Keap1 Nrf2 FP	Cardiac RTF inh
- CC(=O)NC(CC(=O)OCC(=O)c1c(N)n(CC(C)C)c(=O)n(C)c1=O)c1ccccc1 (configuration not stated)
→ -3	1	0	/	8	7	0	-1.4	/	-1
- CCN(CC)CCOC(=O)c1ccc(NC(=O)CCCN2C(=O)/C(=C\c3cccs3)SC2=S)cc1
→ 4	-4	-1	-0.5	-9	-5	-2	1.3	-5	-1
- CCc1ccc(NC(=O)Cn2c(=O)oc3cc(S(=O)(=O)N4CCOCC4)ccc32)cc1
→ -4	/	5	0.0	12	-5	10	1.0	-4	-4
- Cc1ccc(C)c(/C=C2\N=C(c3ccccc3F)OC2=O)c1
→ 2	-2	-3	2.7	-8	14	-3	-3.0	-9	-6
- CCOc1ccc(S(=O)(=O)NCCC(=O)Nc2cccc(C(=O)OC)c2)cc1
→ -6	-1	-2	-0.4	-9	-33	-6	4.0	0	-4
- CC(C)(C)c1cc[n+](CC(=O)Nc2cc(C(F)(F)F)ccc2N2CCOCC2)cc1
→ 3	/	2	3.0	-35	7	4	-1.3	-5	-10
- O=C(c1ccc2oc(CCCc3ccccc3)nc2c1)N1CCCCC1CO (configuration not stated)
→ -4	-2	1	1.3	8	15	1	-3.0	-2	1
- Cc1sc2nc(SCC(=O)c3cc(C)n(CC4CCCO4)c3C)n(C(C)C)c(=O)c2c1C (configuration not stated)
→ 6	-2	0	-0.2	-1	12	3	-2.2	3	2
- Cc1ccc(S(=O)(=O)CC2CSc3nc(N)cc(=O)n32)cc1 (configuration not stated)
→ -6	-1	3	-0.8	15	5	3	-1.1	1	-8
- CCc1nnc(NC(=O)CSc2nnc(CNc3ccc(OC)cc3)n2C)s1
→ -1	-1	-10	-0.6	4	12	-2	-2.4	1	-5
- Cc1ccc(N(CC(=O)NCc2ccc(F)cc2)C(=O)c2ccco2)cc1C
→ 0	1	0	0.2	-6	2	3	-0.4	-6	9
- c1ccc2c(CN3CCSCC3)cccc2c1
→ 0	-8	-1	-0.5	-1	3	-1	-0.7	-6	-7
- O=C1c2[nH]nc(-c3ccccc3O)c2C(c2ccc(F)cc2)N1Cc1ccco1 (configuration not stated)
→ 0	-2	-2	1.5	0	-100	0	20*	2	-2
- O=C(NC1CCCCC1)N1CCC(c2nc3ccc(Cl)cc3[nH]2)CC1
→ 2	/	1	0.4	-8	11	-2	-2.0	-7	-2
- CCc1nc2ccccc2c(C(=O)OCC(=O)Nc2ccc(S(=O)(=O)N3CCOCC3)cc2)c1C
→ 0	-1	0	3.5	-31	11	5	-1.9	-6	1
- COc1ccc(C2CC(=O)C=C(NCC3CCCO3)C2)cc1 (configuration not stated)
→ -6	4	2	3.3	-1	0	-4	-0.1	-2	-6
- C/C(CC(=O)Nc1ccc2c(c1)OCCO2)=N\NC(=O)COc1cccc(C)c1
→ -5	1	-2	-1.0	15	0	-5	0.0	0	2
- CCCCNC(=O)COc1ccccc1[N+](=O)[O-]
→ 8	1	0	-0.1	-2	6	-2	-1.2	-4	1
- Cc1cccc(C)c1NC(=O)CNC(=O)CCNC(=O)c1ccco1
→ 5	9	0	1.6	-13	-3	0	0.8	4	5
